Screening data as filed in PubChem BioAssay.
D2 antagonist: D2 dopamine receptor (human) antagonism | inhibition, % at 10 µM | P14416 | 340,000 tested, 2% active | HEK293 TREx D2 cells, calcium flux, dopamine EC80; in the data active means inhibition above about 30%; further: 0% is about no effect
Target sequence (P14416 whole entry, looked up): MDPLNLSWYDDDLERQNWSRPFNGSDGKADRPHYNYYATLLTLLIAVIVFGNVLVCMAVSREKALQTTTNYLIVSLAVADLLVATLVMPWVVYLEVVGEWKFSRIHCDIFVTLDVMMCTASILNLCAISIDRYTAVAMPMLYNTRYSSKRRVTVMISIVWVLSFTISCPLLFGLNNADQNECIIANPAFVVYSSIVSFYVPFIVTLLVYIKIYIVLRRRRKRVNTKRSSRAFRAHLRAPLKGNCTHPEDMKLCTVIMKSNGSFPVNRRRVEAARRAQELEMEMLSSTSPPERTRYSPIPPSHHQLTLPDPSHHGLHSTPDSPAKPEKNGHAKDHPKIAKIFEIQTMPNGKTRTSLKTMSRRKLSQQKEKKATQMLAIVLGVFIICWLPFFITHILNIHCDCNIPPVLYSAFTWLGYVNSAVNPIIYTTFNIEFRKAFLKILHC
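Measurement of antagonist activity uses fluorescent calcium dye in inducible HEK293 T-REx D2 cells: 10 s baseline, compound addition with 180 s read, EC80 dopamine addition with a further 180 s read.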
LDHA block: blocks human lactate dehydrogenase A | purified LDHA, NADH/diaphorase-resazurin fluorescence; active compounds read low | activity change, % (values are at about 110 or 230 µM) | AID 1347041 | P00338 | 480,000 tested, 0.15% active; in the data active means activity change below about -30%; inconclusive means mostly about -25% to -30%;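 further: plate controls were DMSO wells for no effect and wells without enzyme for full effect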
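Human LDH5 (2 nM) was incubated with 0.06 mM NADH and 0.2 mM pyruvate for 5 min at room temperature in Tris pH 7.4. Remaining NADH was coupled through diaphorase/resazurin, and resorufin fluorescence was read at 0 and 20 min.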
ERG-DNA inh: inhibitors of human ERG Ets domain-DNA interaction; Potency, µM (top dose mostly 76.9 µM), without a hit: top-dose FP activity, negative = inhibition, usual class: inhibitors; AID 624246; fluorescence polarization, His-ERG Ets domain / labelled DNA; 370,000 tested, 0.028% active; active means well fitted inhibition curve with a large enough effect in the polarisation, with a control signal flat; inconclusive means small, poorly fitted or top-dose-only effect, or effect the other way, or a change in a side signal; inactive means no such curve, though single readings can be large or run the other way; the % refers to the polarisation;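 further: polarization taken with two DNA probes labelled with fluorescein and Texas red; potency means the concentration at half of the fitted maximal effect; % of control where 0% means no effect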
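His-tagged ERG Ets domain (1 uM in the protein solution; 300mM KCl, 50mM Tris-HCl, 1mM EDTA, 1mM DTT, pH 7.5) received compound, then a probe mix of 5 nM fluorescein-DNA and 100nM Texas-615-DNA. Fluorescence polarization was read for both dyes.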
D2 agonist: agonists of human D2 dopamine receptor; P14416; HEK293 T-REx D2 cells, calcium flux agonist mode; activation, % at 2 µM; 340,000 tested, 0.53% active;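 active means activation over 3 SD above normal in the single-dose calcium agonist read, cut at about 30% in these data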; further: 0% is about no effect
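Agonism is scored from calcium flux in a force-coupled, inducible HEK293 cell line expressing D2, read kinetically for 180 s after compound addition against dopamine controls.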
Vif-APOBEC3F blk: Vif-A3F binding inhibition; HeLa A3F-eYFP + Vif (tagged APOBEC3F with the HIV-1 protein that degrades it), YFP fluorescence increase; Potency, µM (series often up to 46.1 µM), without a hit: at the highest dose activity, negative = active; 390,000 tested, 0.2% active; AID 602313; further: potency means the concentration at half of the fitted maximal effect; % of control where 0% means no effect; nearly all actives have a fitted effect of over 65% in size
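HeLa cells stably expressing Vif plus C-terminally eYFP-tagged A3F were seeded, incubated overnight at 37 deg C, dosed with compound, incubated overnight again at 37 deg C. Yellow fluorescence (Ex 488/Em 500-530) reported blocked Vif-mediated A3F-eYFP degradation.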
Vif-APOBEC3G blk: blocks the Vif interaction with human APOBEC3G | HeLa A3G-eYFP + Vif (tagged APOBEC3G with the HIV-1 protein that degrades it), YFP fluorescence, overnight | 410,000 tested, 0.076% active | Q9HC16 | Potency, µM (series often up to 46.1 µM), for inactives: top-dose activity, negative = active, actives largely listed as inhibitors;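 further: potency means the concentration at half of the fitted maximal effect; on the % scale 0 is the no-effect control and ±100 the full control effect; nearly all actives have a fitted effect of over 60% in size; hits raise eYFP signal because A3G escapes Vif-driven loss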
Target sequence (Q9HC16 whole entry, looked up): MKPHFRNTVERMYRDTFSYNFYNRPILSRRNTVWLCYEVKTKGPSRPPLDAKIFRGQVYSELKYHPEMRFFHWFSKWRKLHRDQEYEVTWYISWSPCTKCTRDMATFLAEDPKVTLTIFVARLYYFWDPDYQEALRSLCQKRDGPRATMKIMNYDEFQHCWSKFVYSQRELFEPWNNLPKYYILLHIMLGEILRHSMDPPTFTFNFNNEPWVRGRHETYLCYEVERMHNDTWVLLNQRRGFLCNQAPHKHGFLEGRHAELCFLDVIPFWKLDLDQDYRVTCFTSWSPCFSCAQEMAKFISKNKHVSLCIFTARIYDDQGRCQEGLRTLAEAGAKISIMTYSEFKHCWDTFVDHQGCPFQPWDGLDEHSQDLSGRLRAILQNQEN
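Read-out is eYFP fluorescence (Ex 488/Em 500-530) from Vif-expressing HeLa A3G-eYFP cells; more signal means A3G escaped Vif-mediated degradation. Cells plated overnight, compound pinned in, incubated overnight at 37 deg C.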
Glioma ERSR ind: induces the endoplasmic reticulum stress response in human glioma cells; U87-MG GRP78 promoter luciferase reporter, 16 h; AID 602332; Potency, µM, for the others: at the highest dose activation, hits mostly activators; 420,000 tested, 0.02% active; further: potency means the concentration at half of the fitted maximal effect; series mostly up to about 76 µM; % of control where 0% means no effect; nearly all actives have a fitted effect of over 35% in size
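Stably transfected U87-MG glioma cells carrying a GRP78-based luciferase sensor; 16 h compound incubation. Luminescence end-point read 10 min after Bright-Glo addition at room temperature.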
RGS4 inh: inhibitors of human regulator of G protein signaling 4; Potency, µM (highest dose often 114 µM), for inactives: at the highest dose activity change, negative = inhibition, hits mostly inhibitors; P49798; AID 504845; 390,000 tested, 0.039% active; Transcreener GDP fluorescence polarization, RGS4-accelerated GTP hydrolysis; further: potency means the concentration at half of the fitted maximal effect; on the % scale 0 is the no-effect control and ±100 the full control effect; nearly all actives have a fitted effect of over 75% in size; some results filed as inactive show a strong effect at the top dose
Target sequence (P49798 whole entry, looked up): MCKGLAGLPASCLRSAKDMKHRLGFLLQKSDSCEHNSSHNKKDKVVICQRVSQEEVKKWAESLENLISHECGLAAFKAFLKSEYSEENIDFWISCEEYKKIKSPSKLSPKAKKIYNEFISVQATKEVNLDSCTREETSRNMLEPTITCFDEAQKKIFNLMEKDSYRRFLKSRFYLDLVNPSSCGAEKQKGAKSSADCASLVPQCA
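MLSMR compounds (23 nl, pin-transferred) preincubated 10 min at room temperature with a 500nM (2x) first reagent, then RGS4 at 900nM (2x) plus Transcreener GDP mix added; fluorescence polarization (620/688 nm) read before and after 90 min at 30 °C.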
ALOX12 inh: inhibitors of human 12S-lipoxygenase ALOX12 | AID 1671190 | purified 12hLO, xylenol orange hydroperoxide absorbance | 580,000 tested, 1.1% active | Potency, µM (top dose mostly 108 µM), for the others: top-dose activity change, negative = inhibition, most hits filed as inhibitors; further: potency means the concentration at half of the fitted maximal effect; on the % scale 0 is the no-effect control and ±100 the full control effect
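Purified human 12hLO at 150 nM in 25 mM Hepes, 0.01% Triton X-100, pH 7.0, preincubated 15 min at room temperature with compound. Reaction started with 40 uM arachidonic acid, 30 min at room temperature. Hydroperoxide measured by Fe-xylenol orange, 573/405 nm absorbance ratio.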
* marks the source's active call; other numbers are inactive results; [ ] = remark or other dose. Unless noted, the call rests on the fitted dose curve; in most records, active means well fitted curve in the direction sought with a large enough effect; inconclusive means small, poorly fitted or top-dose-only effect, or another doubt; inactive means no such curve, though single readings can be large; an effect the other way counts as inactive or inconclusive.

NC(Cc1ccc(Cl)cc1)c1csc(NC(=O)NCC2CCCCC2)n1 (configuration not stated) was read as LDHA block -17, Vif-APOBEC3G blk 2%, Glioma ERSR ind -14% and ALOX12 inh inconclusive.
`Cc1c(C(=O)NNC(=O)c2csc(N3CCOCC3)n2)oc2ccccc12` gave D2 antagonist 2, LDHA block 3, ERG-DNA inh 4%, D2 agonist 0.5, Vif-APOBEC3F blk 2%, Vif-APOBEC3G blk -5%, Glioma ERSR ind 4%, RGS4 inh -9% and ALOX12 inh 1%.
COc1ccc(OC)c(NC(=O)CSC2=Nc3ccccc3C3=NC(CC(=O)NCc4ccco4)C(=O)N23)c1 (configuration not stated) was read as LDHA block -6, ERG-DNA inh 1%, Vif-APOBEC3F blk 10%, Vif-APOBEC3G blk -1%, Glioma ERSR ind -5%, RGS4 inh 11% and ALOX12 inh -19%.
`Cc1ccc(-c2cc(N)n(-c3ccc(F)cc3)n2)cc1` gave D2 antagonist -8, LDHA block -8, ERG-DNA inh 3%, D2 agonist 0.0, Vif-APOBEC3F blk 7%, Vif-APOBEC3G blk -7%, Glioma ERSR ind 2%, RGS4 inh -20% and ALOX12 inh -17%.
`Cc1cccc(NC(=O)CSc2nc3[nH]c(=O)cc(O)c3s2)c1` gave D2 antagonist 11, LDHA block 2, D2 agonist 0.6, Vif-APOBEC3F blk 8%, Vif-APOBEC3G blk -1%, Glioma ERSR ind -2%, RGS4 inh -42% and ALOX12 inh 3%.
Cc1cc(OC(C)C(=O)N(Cc2ccc(N(C)C)cc2)Cc2ccco2)ccc1Cl (configuration not stated) was read as LDHA block 6, ERG-DNA inh -6%, D2 agonist -0.8, RGS4 inh -9% and ALOX12 inh 0%.
For CC(C)Oc1ccccc1/C=N/n1nnnc1N the results were LDHA block -2, ERG-DNA inh 11%, Vif-APOBEC3F blk 0%, Vif-APOBEC3G blk -1%, Glioma ERSR ind -2%, RGS4 inh 3% and ALOX12 inh 55%[activator].
Cc1ccc(S(=O)(=O)NCc2cn3ccccc3n2)c(C)c1 was read as LDHA block -8, ERG-DNA inh -10%, Vif-APOBEC3F blk 6%, Vif-APOBEC3G blk 1%, Glioma ERSR ind -2%, RGS4 inh -12% and ALOX12 inh 3%.
For CSc1nnc(Nc2ccccc2C)s1 the results were D2 antagonist -1, LDHA block -1, ERG-DNA inh -3%, D2 agonist -0.3, Vif-APOBEC3F blk -15%, Vif-APOBEC3G blk 1%, Glioma ERSR ind -1%, RGS4 inh 15% and ALOX12 inh -10%.
For COC(=O)c1ccc2c(c1)sc(=NC(=O)c1ccc(S(=O)(=O)N3CCCCC3)cc1)n2C the results were LDHA block -2, ERG-DNA inh -4%, D2 agonist -0.6, Vif-APOBEC3F blk 1%, Vif-APOBEC3G blk -4%, Glioma ERSR ind -3%, RGS4 inh 3% and ALOX12 inh 6%.
For O=C(/C=C/c1ccccc1[N+](=O)[O-])NCc1ccccc1Cl the results were D2 antagonist 6, LDHA block -4, ERG-DNA inh 5%, D2 agonist -1.5, Vif-APOBEC3F blk 1%, Vif-APOBEC3G blk -1%, Glioma ERSR ind 5%, RGS4 inh 22% and ALOX12 inh -17%.
COc1ccccc1C(=O)Oc1ccc2ccc(=O)oc2c1 was read as D2 antagonist 9, LDHA block -9, ERG-DNA inh 0%, D2 agonist 0.8, Vif-APOBEC3F blk inconclusive, Vif-APOBEC3G blk -1%, Glioma ERSR ind 1%, RGS4 inh 15% and ALOX12 inh 8%.
For CCOC(=O)N1CCN(c2c(NCCCOC(C)C)c(=O)c2=O)CC1 the results were D2 antagonist 13, LDHA block 1, ERG-DNA inh 10%, D2 agonist -0.5, Vif-APOBEC3F blk -2%, Vif-APOBEC3G blk 2%, Glioma ERSR ind -2%, RGS4 inh -33% and ALOX12 inh 1%[57.4 µM].
Screening COc1ccc(-c2csc(NC(=O)CCn3cnc4ccccc4c3=O)n2)cc1OC returned D2 antagonist -4, LDHA block -9, D2 agonist 0.4, Vif-APOBEC3F blk 2%, Vif-APOBEC3G blk -28%, Glioma ERSR ind -2%, RGS4 inh inconclusive and ALOX12 inh -17%[57.4 µM].
For Cc1[nH]c2ccccc2c1C(=O)CCl the results were D2 antagonist 0, LDHA block 0, ERG-DNA inh -4%, D2 agonist 1.4, Vif-APOBEC3F blk -10%, Vif-APOBEC3G blk -4%, Glioma ERSR ind -1%, RGS4 inh -16% and ALOX12 inh -22%.
CCN(CC(=O)NCc1ccc(F)cc1)C(=O)/C=C/c1cccs1 was read as D2 antagonist -8, LDHA block -2, ERG-DNA inh 3%, D2 agonist 0.8, Vif-APOBEC3F blk -13%, Vif-APOBEC3G blk 1%, Glioma ERSR ind -3%, RGS4 inh -20% and ALOX12 inh 6%.
`CN1CCN(C(=S)c2ccc(N(C)C)cc2)CC1` gave D2 antagonist -8, LDHA block -6, ERG-DNA inh -2%, D2 agonist -1.5, Vif-APOBEC3F blk -3%, Vif-APOBEC3G blk 0%, Glioma ERSR ind 1%, RGS4 inh inconclusive and ALOX12 inh -10%.
Screening CCN1CCN(Cc2ccc(NC(=O)c3cc(NC(=O)c4ccc5n[nH]nc5c4)cc(OC)c3)cc2C(F)(F)F)CC1 returned D2 antagonist 20, LDHA block 0, ERG-DNA inh -5%, D2 agonist -0.1, Vif-APOBEC3F blk -5%, Vif-APOBEC3G blk 0%, Glioma ERSR ind -5%, RGS4 inh -8% and ALOX12 inh 6%.
Screening CCCCCCC(=O)N(O)C1CC(=O)N(c2ccc(F)cc2)C1=O (configuration not stated) returned D2 antagonist 3, LDHA block -1, ERG-DNA inh -4%, D2 agonist 1.3, Vif-APOBEC3F blk 17%, Vif-APOBEC3G blk 0%, Glioma ERSR ind -6%, RGS4 inh inconclusive and ALOX12 inh inconclusive.
Screening COc1ccc(C2=CC(=O)CC(c3ccc(F)cc3)C2)cc1 (configuration not stated) returned LDHA block -1, ERG-DNA inh 6%, Vif-APOBEC3F blk 4%, Vif-APOBEC3G blk 4%, Glioma ERSR ind -6%, RGS4 inh -7% and ALOX12 inh -23%.
CN(C)CC(C(=O)c1ccccc1)c1ccccc1 (configuration not stated) was read as D2 antagonist 8, LDHA block -2, ERG-DNA inh 0%, D2 agonist 0.6, Vif-APOBEC3F blk 4%, Vif-APOBEC3G blk inconclusive, Glioma ERSR ind -13%, RGS4 inh inconclusive and ALOX12 inh -9%.
For CCCCNC(=O)c1ccc2c(c1)N(CC)C(=O)c1ccccc1S2(=O)=O the results were D2 antagonist -23, LDHA block -3, ERG-DNA inh -6%, D2 agonist -1.1, Vif-APOBEC3F blk 6%, Vif-APOBEC3G blk -1%, Glioma ERSR ind -2%, RGS4 inh -2% and ALOX12 inh 24%.
`CC(C)c1ccc(NC(=O)C2CCN(S(=O)(=O)c3ccc(Br)s3)CC2)cc1` gave LDHA block -12, ERG-DNA inh -2%, D2 agonist -0.1, Vif-APOBEC3F blk -8%, Vif-APOBEC3G blk 1%, Glioma ERSR ind -5%, RGS4 inh 22% and ALOX12 inh -18%.
Screening Cc1ccc(S(=O)(=O)N(C)C)cc1NC(=O)CSc1ncn[nH]1 returned D2 antagonist 9, LDHA block -9, ERG-DNA inh 3%, D2 agonist 0.7, Vif-APOBEC3F blk 2%, Vif-APOBEC3G blk 0%, Glioma ERSR ind 3%, RGS4 inh 5% and ALOX12 inh -16%.
c1ccc(-c2ccc3ccccc3n2)cc1 was read as LDHA block -8, ERG-DNA inh -4%, Vif-APOBEC3F blk -9%, Vif-APOBEC3G blk 1%, Glioma ERSR ind 3%, RGS4 inh 7% and ALOX12 inh 2%.
Screening COc1ccc(C(C)=O)cc1COC(=O)c1cnc(C)cn1 returned D2 antagonist 3, LDHA block -3, ERG-DNA inh -1%, D2 agonist -0.1, Vif-APOBEC3F blk 12%, Vif-APOBEC3G blk -3%, Glioma ERSR ind -1%, RGS4 inh -22% and ALOX12 inh -6%.
For CCC(C)NC(=O)Cn1c(=O)n(-c2ccccc2)c(=O)c2ccc(C(=O)NCc3ccco3)cc21 (configuration not stated) the results were LDHA block -4, ERG-DNA inh -5%, Vif-APOBEC3F blk -6%, Vif-APOBEC3G blk -2%, Glioma ERSR ind -8%, RGS4 inh -34%[56.9 µM] and ALOX12 inh 0%.
O=C(O)CCCC(=O)Nc1ccc(C(=O)N2CCCCC2)c(Cl)c1 was read as D2 antagonist 8, LDHA block -5, ERG-DNA inh 11%, D2 agonist 0.3, Vif-APOBEC3F blk -2%, Vif-APOBEC3G blk 1%, Glioma ERSR ind -5%, RGS4 inh 2% and ALOX12 inh -9%.
Screening COC(=O)c1sccc1S(=O)(=O)N1CCN(c2cccc(C)c2C)CC1 returned LDHA block -7, ERG-DNA inh 0%, Vif-APOBEC3F blk 2%, Vif-APOBEC3G blk 0%, Glioma ERSR ind -4%, RGS4 inh 6% and ALOX12 inh -10%.
CC1CCN(C(=O)c2ccc3c(c2NCCO)C(=O)c2ccccc2C3=O)CC1 was read as LDHA block 5, ERG-DNA inh 6%, Vif-APOBEC3F blk 7%, Vif-APOBEC3G blk -8%, Glioma ERSR ind -2%, RGS4 inh 18% and ALOX12 inh 0%.
Screening CCn1c(CNS(=O)(=O)c2ccc(Cl)cc2)n[nH]c1=S returned LDHA block -3, ERG-DNA inh 8%, Vif-APOBEC3F blk -9%, Vif-APOBEC3G blk 0%, Glioma ERSR ind -4%, RGS4 inh -4% and ALOX12 inh 3%.
Screening C=CCSC1=NNC(c2ccc(C(C)(C)C)cc2)=NN1 returned D2 antagonist -1, LDHA block -7, ERG-DNA inh -6%, D2 agonist -1.3, Vif-APOBEC3F blk 3%, Vif-APOBEC3G blk 1%, Glioma ERSR ind -1%, RGS4 inh 3% and ALOX12 inh 0%.

The list is partial; count on the stated rates, not on these rows.
